Screening results deposited in PubChem by The Scripps Research Institute Molecular Screening Center.
TAAR1 antag: human TAAR1 antagonists, primary screen, Fluo-8 calcium fluorescence, CHO RD-HGA16 cells | Trace amine-associated receptor 1 (Homo sapiens), Q96RJ0 | antagonist | inhibition, % at 3 µM | 1.5% of 360,000 active;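 active = inhibition above a per-plate cutoff, the mean inhibition of test compounds on that plate plus 3 SD, cut at about 49% in these data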;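 also: 0% = DMSO plus EC80 beta-PEA response and 100% = DMSO alone without agonist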
Target sequence (Q96RJ0 whole entry, looked up): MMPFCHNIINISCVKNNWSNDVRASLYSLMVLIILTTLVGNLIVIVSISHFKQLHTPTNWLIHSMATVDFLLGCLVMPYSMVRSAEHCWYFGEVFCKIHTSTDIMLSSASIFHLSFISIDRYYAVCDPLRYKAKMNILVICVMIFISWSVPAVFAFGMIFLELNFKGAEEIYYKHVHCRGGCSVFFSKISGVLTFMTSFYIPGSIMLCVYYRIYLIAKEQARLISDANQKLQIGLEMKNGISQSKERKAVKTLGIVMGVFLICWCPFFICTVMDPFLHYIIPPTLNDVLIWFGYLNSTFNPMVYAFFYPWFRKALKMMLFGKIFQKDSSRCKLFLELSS
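Material: RD-HGA16 CHO cells with stable hTAAR1 and Gα16; Dosing: single nominal final test compound concentration of 3 µM; Schedule: seeding 17-24 h prior, 75-min 37 °C, 30-min RT dye loading; Detection: kinetic Fluo-8 calcium fluorescence measurement; Measure: % inhibition from peak post-agonist over basal fluorescence ratio; Benchmarks: vehicle and agonist controls.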
OXTR ag: human OXTR agonists, primary screen, fluorescence, CHO-OTR cells, Fluo-8 calcium; Oxytocin receptor (Homo sapiens), P30559; Fluo-8 calcium fluorescence; normalized: DMSO 0%, oxytocin 100%; activation, % at 3 µM; 0.32% of 320,000 active; AID 2435, 2010;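 active = activation above the mean of all tested compounds plus 3 SD, cutoff set per screening run, cut at about 20% in these data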;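 also: peak over basal fluorescence ratio from a 100 s FLIPR kinetic read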
CHO parental Ca: ATP-evoked calcium signal inhibitors, parental CHO, primary screen, counter-screen for OX1R antagonist project, cell-based, fluorescence, Fluo-8 calcium dye | parental CHO-K1, ATP-induced calcium, Fluo-8 fluorescence | inhibition, % at 5.6 µM | 0.63% of 330,000 active;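 active = inhibition above that plate's mean sample inhibition plus 3 SD, cut at about 26% in these data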;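 also: 0% = ATP-challenged DMSO wells and 100% = DMSO wells without ATP; some compounds past the cut are filed as inactive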
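Assay system: parental CHO cells; Read-out basis: percent inhibition of ATP-evoked calcium rise, normalized to controls; Benchmarks: ATP and no-ATP DMSO wells; Compound dosing: single nominal dose of 5.6 µM per compound; Signal: Fluo-8 calcium dye fluorescence; Also added: ATP as calcium-mobilizing challenge; Repeats: singlicate.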
M1 PAM parental: nonselective calcium activators in parental CHO-K1 cells, primary screen, counter-screen for M1 PAM project, cell-based, Fluo-8 calcium fluorescence, full deck, 1536-well; ATP EC20; 0% at ATP EC20, 100% at ATP max; activation, % at 3 µM; 0.02% of 360,000 active;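 active = activation above the run cutoff, the mean activation of all test compounds plus 3 SD, cut at about 40% in these data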;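 also: peak over basal fluorescence ratio in a 140 s read after ATP addition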
V1R ag counter: agonists of human V1a receptor, primary screen, counter-screen for OXTR agonist project, fluorescence, CHO-V1R cells. Vasopressin V1a receptor (Homo sapiens), P37288. 0.25% of 320,000 active. activation, % at 3 µM. Fluo-8 calcium fluorescence, agonist mode; 0% DMSO, 100% 3 nM vasopressin. AID 2797, 2010;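 active = activation above the mean activation of all tested compounds plus 3 SD, per screening run, cut at about 20% in these data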;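 also: signal is peak over basal fluorescence ratio across a 100 second FLIPR read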
Target sequence (P37288 whole entry, looked up): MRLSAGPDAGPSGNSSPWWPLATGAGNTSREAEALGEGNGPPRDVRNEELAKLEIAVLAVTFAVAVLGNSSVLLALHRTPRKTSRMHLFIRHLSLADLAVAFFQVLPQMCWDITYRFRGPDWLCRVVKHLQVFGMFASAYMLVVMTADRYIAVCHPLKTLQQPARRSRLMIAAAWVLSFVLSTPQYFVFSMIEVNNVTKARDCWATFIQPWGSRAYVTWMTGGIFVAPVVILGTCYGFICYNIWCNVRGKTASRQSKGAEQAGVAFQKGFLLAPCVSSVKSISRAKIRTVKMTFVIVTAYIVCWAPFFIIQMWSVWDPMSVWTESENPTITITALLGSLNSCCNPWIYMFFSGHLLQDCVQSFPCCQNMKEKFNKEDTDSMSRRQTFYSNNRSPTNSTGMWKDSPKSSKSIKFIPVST
GPR7 antagonist: GPR7 receptor antagonists, primary screen, cell-based, fluorescence, single concentration | inhibition, % at 4.4 µM | GPR7-expressing cells, fluorescence antagonist assay | 1.1% of 290,000 active; in the data active = inhibition above about 16%, passing the limit was not always enough;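 also: cells stimulated with the agonist NPW; 0% = agonist with vehicle and 100% = vehicle without agonist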
Target sequence (P48145 whole entry, looked up): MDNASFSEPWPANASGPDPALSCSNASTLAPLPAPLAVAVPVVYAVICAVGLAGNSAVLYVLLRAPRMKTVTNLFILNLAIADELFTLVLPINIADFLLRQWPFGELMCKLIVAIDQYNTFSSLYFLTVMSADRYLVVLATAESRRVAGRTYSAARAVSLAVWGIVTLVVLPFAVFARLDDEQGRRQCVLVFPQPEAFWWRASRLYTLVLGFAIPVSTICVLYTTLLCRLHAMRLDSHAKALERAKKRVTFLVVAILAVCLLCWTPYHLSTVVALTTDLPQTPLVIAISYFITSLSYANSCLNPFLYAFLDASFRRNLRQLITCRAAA
M1 ag parental: counter-screen for M1 agonists: effect in parental CHO-K1 cells; Fluo-8 calcium fluorescence; scaled to maximal ATP response, vehicle zero; activation, % at 3 µM; 0.48% of 360,000 active; AID 602248, 2012; in the data active = activation above about 15%;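 also: untransfected CHO-K1 host cells lacking M1 receptor as counterscreen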
OXTR potentiator: human OXTR potentiators, primary screen, fluorescence, CHO-OTR cells, Fluo-8 calcium; Oxytocin receptor (Homo sapiens), P30559; Fluo-8 calcium fluorescence, potentiator mode; 0% = oxytocin EC15, 100% = EC100; activation, % at 3 µM; 0.061% of 320,000 active; AID 2445, 2010;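 active = activation above that plate's cutoff, the mean activation of tested compounds plus 3 SD, cut at about 6.6% in these data, passing the limit was not always enough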;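 also: 100% uses oxytocin at 75 nM as the full agonist control; some results filed as inactive read as strong as hits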
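Measured by – Fluo-8 calcium dye fluorescence · Test system – human OTR in CHO cells · Dosing – one concentration, 3.0 µM compound · Controls – EC15 oxytocin alone as 0%, 75 nM oxytocin as 100% · Evaluation – normalized max/min fluorescence ratio, % activation · Timing – 6 min pre-incubation, 100 s read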
CHO-K1 Ca antag: M1 antagonist counterscreen hit in parental CHO-K1 cells. AID 602250. 0.6% of 360,000 active. ATP-induced calcium, Fluo-8 fluorescence. inhibition, % at 3 µM;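 active = inhibition above a per-plate cutoff, the plate's mean sample inhibition plus 3 SD, cut at about 24% in these data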;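 also: 0% = DMSO plus EC80 ATP and 100% = DMSO alone without ATP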
The depositor's hits bear a star; / = not tested or not shown.

structure	TAAR1 antag	OXTR ag	CHO parental Ca	M1 PAM parental	V1R ag counter	GPR7 antagonist	M1 ag parental	OXTR potentiator	CHO-K1 Ca antag
Nc1c2c(nn1-c1ccc(F)cc1)CSC2	-7	-1.2	-16	13	-1.0	5	0.5	-10	-5
CCOC(=O)C1(Cc2ccccc2)CCCN(Cc2ccc(OCCO)cc2)C1 (stereo not drawn)	5	0.5	13	17	-0.4	-5	0.7	-10	-19
COc1cccc(NC(=O)CSc2nc3ccccc3c(=O)n2CCCC(=O)NCC2CCCO2)c1 (stereo not drawn)	3	1.5	-27	4	4.3	-14	2.6	-5	9
CCCCNS(=O)(=O)NC(=O)C1=C(N2CCCC2)COC1=O	0	-0.1	-2	-21	0.5	/	-0.6	-5	27*
COC(=O)Cc1cc(=O)[nH]c(/N=C(\N)Nc2ccccc2C)n1	-9	0.2	-10	10	1.2	-9	0.2	-10	-10
Cc1noc(C)c1COc1ccccc1C(=O)NNC(=O)C(C)Oc1ccccc1F (stereo not drawn)	-1	-1.4	-16	-24	-0.7	/	0.3	1	11
CC(C)Sc1n[nH]c(=O)n1-c1ccccc1	-36	-0.9	-6	9	-1.2	-13	1.2	-1	7
COc1cccc(C(=O)NCC[N+](C)(C)C)c1	-11	/	/	8	/	/	0.1	/	-15
O=C(CN1C(=O)S/C(=C\c2ccccc2F)C1=O)NC1C=CS(=O)(=O)C1 (stereo not drawn)	1	-0.5	-9	-1	-0.5	7	0.3	-9	-15
CN(C(=O)c1ccc(Cl)c(S(=O)(=O)N2CCOCC2)c1)c1ccccc1C(=O)O	-35	-0.3	-2	1	-0.9	2	-0.3	-2	-15
COc1cccc(C(=O)Nc2ccc(NC(C)=O)cn2)c1	-8	0.8	-9	7	1.4	2	0.5	-4	-8
COc1ccc(Cc2nnc(SCc3ccc([N+](=O)[O-])cc3)o2)cc1	-3	0.0	10	6	-1.1	-5	0.1	-4	0
C#CCSc1nc(=O)c2cccnc2n1-c1ccc(C)cc1	-8	-2.3	-26	19	-1.3	-18	0.6	-6	-8
COC(=O)c1ccc(CN2CCCC(C(=O)Nc3cccc(-n4cnnn4)c3)C2)cc1 (stereo not drawn)	-5	4.0	-18	-17	6.4	-4	3.9	-9	0
CCOC(=O)c1c(C2CCN(C(=O)OCC)CC2)nc2ccccn12	-37	-1.0	-17	24	-1.5	-8	1.0	0	-7
CCCOc1ccccc1C1NC(=O)NC(C)=C1C(=O)OCCOC (stereo not drawn)	-20	-0.5	-19	3	-0.5	2	0.0	-18	7
COc1ccc(CNCC(O)(c2ccc(Cl)cc2)c2ccc(Cl)cc2)cc1OC	-1	3.2	-6	12	3.4	23	0.7	-8	-6
CCN1C(=O)CSc2ccc(C(=O)NCCCN3CCOCC3)cc21	-13	0.7	-9	8	0.4	-11	0.4	-2	-13
C[C@H]1CN([C@@H](C)CO)C(=O)c2cc(Br)cnc2O[C@@H]1CN(C)C(=O)CN(C)C	5	/	/	-3	/	/	0.0	/	-8
N=C1c2ccccc2-c2ccccc21	-23	/	/	-6	/	/	0.1	/	-5
CCc1nn(C(C)C(=O)N(C)Cc2ccccc2)c(=O)c2cc3occc3n12 (stereo not drawn)	-14	1.7	-31	-5	0.9	-10	2.6	-6	-20
Cc1ccc(CSCCNS(=O)(=O)c2ccc([N+](=O)[O-])cc2)cc1	-20	1.5	-1	-26	2.9	0	0.9	-10	20
S=C(NCCc1ccccc1)Nc1ncccn1	-21	/	/	-19	/	/	-0.7	/	9
Cc1ccc(NC(=O)OCCN2CCN(Cc3ccccc3)CCC2=O)cc1	8	-0.8	-11	17	3.7	18	0.0	-5	-17
COC(=O)[C@]1(Cc2ccccc2)N[C@H](CN(C)C(=O)c2ccccc2)[C@@H]2C(=O)N(Cc3ccccc3)C(=O)[C@@H]21	-3	-1.7	-24	21	1.1	/	-0.2	-2	-15
CCn1c(COc2ccc3c(c2)OCO3)nnc1SCC(=O)c1ccccc1	-1	0.2	-5	7	8.7	-2	1.0	-15	19
O=C(CSc1nnc2n1CCCN2C(=S)Nc1ccc(Cl)cc1)c1ccccc1	25	0.3	-2	7	-0.3	4	3.1	-4	5
CSCCC(NC(=O)c1cccc(C)c1)C(=O)OCC(=O)NC(=O)c1cccn1C (stereo not drawn)	7	0.7	-10	17	1.4	-6	1.4	-6	-8
CN1C(=O)C(C)(C)c2cc(S(=O)(=O)NCC3CCC(C(=O)NCc4ccc(F)cc4)CC3)ccc21 (stereo not drawn)	-17	1.0	-4	-5	2.2	-15	9.9	-7	-5
COC(=O)c1ccccc1NC(=O)CCCn1nc([N+](=O)[O-])c(Br)c1C	-5	-0.9	-17	-15	0.2	-2	0.3	3	-6
COc1ccc(CCC(=O)NCCc2cn3c(C)csc3n2)cc1	-7	0.4	-9	18	0.3	-2	0.4	-2	-3
Cc1occc1-c1nnc(SCC(=O)N2CCCCC2C)o1 (stereo not drawn)	-7	0.3	-14	9	0.7	/	0.4	0	-10
Cc1cc(OCC(=O)N[C@@H](CSCc2ccccc2)C(=O)O)c2c(C)c(C)c(=O)oc2c1	-11	1.0	-15	-9	0.7	-8	-0.4	-1	15
CC1(C)C2CCC1(CS(=O)(=O)NCc1ccc(S(N)(=O)=O)cc1)C(=O)C2 (stereo not drawn)	2	-0.8	-9	13	1.1	-5	0.1	0	-6
Cc1ccccc1N1C(=O)CC(Sc2nnc(-c3ccccc3)o2)C1=O (stereo not drawn)	-18	1.2	-12	8	4.2	-10	0.7	-20	-5
CCOC(=O)N1CCN(C(=O)c2ccc(N(C)S(C)(=O)=O)cc2)CC1	-12	-0.5	-6	15	0.1	6	0.4	-15	-7
COC(=O)C1=C(C)NC(=O)NC1c1ccsc1 (stereo not drawn)	5	0.3	0	12	-0.2	-1	0.2	-11	-4
Cc1ccc(-n2c(-c3ccccc3)nnc2-c2cccs2)cc1	-14	-2.2	-11	13	-0.4	-9	0.4	-4	-13
N/C(=N\c1nc2ccccc2o1)NC(=O)c1cccc(Cl)c1	-18	0.5	-13	7	-0.7	-5	-0.4	-3	6
Cc1ccccc1NC(=S)N1CCC(C(=O)c2ccc(F)cc2)CC1	-43	-0.3	-6	8	0.5	-5	0.4	-4	0
COC(=O)c1ccc(N2C(c3ccsc3)=Cc3cc4c(cc3C2CC(=O)c2ccco2)OCO4)cc1 (stereo not drawn)	-31	/	/	5	/	/	10.0	/	2
COC(=O)c1ccc(NC(=O)C(=O)N2CCN(C(=S)Nc3ccccc3OC)CC2)cc1	-12	0.1	0	22	0.5	2	2.5	2	-6
O=C(NCc1ccc(C(F)(F)F)cc1)C12CN(Cc3ccccc3)CC1C(c1cccc([N+](=O)[O-])c1)=NO2 (stereo not drawn)	-35	1.4	-7	-5	1.5	2	0.9	-4	3
Cc1ccnc(-n2sc3ccccc3c2=O)n1	11	2.5	46*	20	4.1	-5	1.6	-11	-11
CC(C)CN1CCN(Cc2ccc(Oc3ncccn3)cc2)CC1CCO (stereo not drawn)	-13	0.2	0	6	1.3	-1	0.2	-1	-5
COc1ccc(C2(CNC(=O)/C=C\c3ccco3)CCCC2)cc1OC	-3	-1.8	-8	4	0.1	-6	0.0	-5	5
CCCCn1nnnc1C(c1cc2ccccc2o1)N1CCN(C(=O)OCC)CC1 (stereo not drawn)	-7	/	/	24	/	/	2.6	/	-14
CCN(CC)C(=O)COc1ccc(/C(C)=N/NC(=O)c2ccccc2Br)cc1	-15	-0.4	-17	7	0.4	-11	0.1	-13	-12
Cn1c(SCC(=O)Nc2ccccc2F)nnc1-c1cc2ccccc2o1	-4	0.1	-1	-4	0.1	17	-0.2	9	0
CCNc1ccc(S(=O)(=O)N(C)C)cc1NCC(=O)Nc1ccccc1Br	13	2.1	-23	10	2.9	-3	5.9	-5	-6
CCCCN(C)CCC(=O)Nc1ccc(OC)cc1OC	-5	-0.4	-16	-6	-0.1	-10	-0.1	-11	-3
O=c1[nH]c2nc(Cl)nc(Cl)c2[nH]1	-9	/	/	2	/	/	0.2	/	-8
O=c1c(-c2ccccc2)coc2c(CN3CCCC3)c(O)ccc12	0	0.5	-4	19	-0.8	-2	0.3	1	-14
Cc1ccc(C)n1-c1ccc(C(=O)NC2CCN(Cc3ccccc3)CC2)cc1	-11	1.1	3	24	1.0	-8	1.0	-9	-7
CNS(=O)(=O)c1cccc(C(=O)NCC2(N3CCOCC3)CCCCC2)c1	0	-0.8	5	18	0.4	-2	0.5	-17	-9
CCOC(=O)N1CCN(C(=O)C[C@@H]2C[C@@]3(C(=O)OC)CCCCC=C3N(Cc3ccco3)C2=O)CC1	-1	/	/	10	/	/	2.1	/	-13
COc1ccc(S(=O)(=O)N2CCN(C)CC2)cc1NC(=O)c1ccccc1F	-31	-0.4	-15	13	-0.6	-13	-0.1	-6	-15
COc1ccc(NC(=O)c2[nH]c(C)c(C(C)=O)c2C)cc1Cl	-1	2.6	-11	13	5.0	-6	3.6	-12	-6
Cc1cc([N+](=O)[O-])ccc1NCc1cccc([N+](=O)[O-])c1	-11	-1.6	-5	5	2.5	9	1.2	-2	-19
CN(C)S(=O)(=O)c1ccc(C(=O)NCCSc2ccc(Br)cc2)cc1	-11	7.1	-1	10	7.5	-8	4.0	-7	-12
O=C(C1CCN(S(=O)(=O)Cc2ccccc2)CC1)N1CCCc2ccccc21	21	2.2	-26	6	1.6	-1	2.2	-14	0
COc1cccc(CC(=O)Nn2c(C)nc3ccccc3c2=O)c1	7	0.3	-8	24	0.9	-15	0.2	0	-7

Full records, looked up by structure.
COc1ccc(CNCC(O)(c2ccc(Cl)cc2)c2ccc(Cl)cc2)cc1OC is entered as TAAR1 antag: -1; OXTR ag: 3.2; CHO parental Ca: -6; M1 PAM parental: 12; V1R ag counter: 3.4; GPR7 antagonist: 23; M1 ag parental: 0.7; OXTR potentiator: -8; CHO-K1 Ca antag: -6
CCCCN(C)CCC(=O)Nc1ccc(OC)cc1OC is entered as TAAR1 antag: -5; OXTR ag: -0.4; CHO parental Ca: -16; M1 PAM parental: -6; V1R ag counter: -0.1; GPR7 antagonist: -10; M1 ag parental: -0.1; OXTR potentiator: -11; CHO-K1 Ca antag: -3
